# Compound activity from PubChem BioAssay.
# Vif-APOBEC3F blk: qHTS for Inhibitors of Vif-A3F Interactions: qHTS; HeLa A3F-eYFP + Vif (tagged APOBEC3F with the HIV-1 protein that degrades it), YFP fluorescence increase; Potency, µM (series often up to 46.1 µM), for the others: top-dose activity, negative = active; 390,000 tested, 0.2% active; AID 602313, 2012; also: % of control where 0% means no effect; nearly all actives have a fitted effect of over 65% in size
#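 HeLa cells stably expressing Vif plus C-terminally eYFP-tagged A3F were seeded, incubated overnight at 37 deg C, dosed with compound, incubated overnight again at 37 deg C. Yellow fluorescence (Ex 488/Em 500-530) reported blocked Vif-mediated A3F-eYFP degradation.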
# IDH1 R132H inh: qHTS for Inhibitors of mutant isocitrate dehydrogenase 1 (IDH1): qHTS; Potency, µM (highest dose often 76.6 µM), inactives show at the highest dose activity change, negative = inhibition, usual class: inhibitors; 390,000 tested, 0.093% active; IDH1-R132H enzyme, NADPH consumption, diaphorase/resazurin fluorescence; also: % is scaled to controls: 0 for no effect and ±100 for the full control effect; nearly all actives have a fitted effect of over 65% in size
#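 IDH1-R132H (0.5 ug/mL) preincubated 30 min with compound, then NADPH (0.016 mM) and alpha-KG (2 mM) added; 80 min at RT, pH 7.5. Remaining NADPH coupled via diaphorase/resazurin to fluorescence (540/590 nm); concentration-response curves normalized to no-enzyme control.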
# rTrxR1 inhibitor: qHTS Assay for Inhibitors of Mammalian Selenoprotein Thioredoxin Reductase 1 (TrxR1): qHTS; Thioredoxin reductase 1, cytoplasmic (Rattus norvegicus), O89049; Potency, µM (titrated, usually from 114 µM), for inactives: at the top dose activity change, negative = inhibition, actives largely listed as inhibitors; recombinant rTrxR1, NADPH fluorescence consumption, selenite substrate; AID 588453, 2011; 390,000 tested, 1% active; also: % is scaled to controls: 0 for no effect and ±100 for the full control effect; nearly all actives have a fitted effect of over 65% in size
#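 Rat TrxR1 (90 nM in the dispensed reagent) was pre-reduced with 400 uM NADPH for 5 min at room temperature, then incubated with compound for 15 min. After 400 uM selenite was added, NADPH fluorescence (Ex 340/Em 450 nm) was followed for 8 min.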
# ALOX12 inh: Primary qHTS assay for inhibitors of human arachidonate 12S-lipoxygenase (ALOX12): Round 2 | Polyunsaturated fatty acid lipoxygenase ALOX12 (Homo sapiens), P18054 | purified 12hLO, xylenol orange hydroperoxide absorbance | Potency, µM (series often up to 108 µM), inactives show at the highest dose activity change, negative = inhibition, most hits filed as inhibitors | 580,000 tested, 1.1% active | AID 1671190, 2021; also: % is scaled to controls: 0 for no effect and ±100 for the full control effect
# Target sequence (P18054 whole entry, looked up): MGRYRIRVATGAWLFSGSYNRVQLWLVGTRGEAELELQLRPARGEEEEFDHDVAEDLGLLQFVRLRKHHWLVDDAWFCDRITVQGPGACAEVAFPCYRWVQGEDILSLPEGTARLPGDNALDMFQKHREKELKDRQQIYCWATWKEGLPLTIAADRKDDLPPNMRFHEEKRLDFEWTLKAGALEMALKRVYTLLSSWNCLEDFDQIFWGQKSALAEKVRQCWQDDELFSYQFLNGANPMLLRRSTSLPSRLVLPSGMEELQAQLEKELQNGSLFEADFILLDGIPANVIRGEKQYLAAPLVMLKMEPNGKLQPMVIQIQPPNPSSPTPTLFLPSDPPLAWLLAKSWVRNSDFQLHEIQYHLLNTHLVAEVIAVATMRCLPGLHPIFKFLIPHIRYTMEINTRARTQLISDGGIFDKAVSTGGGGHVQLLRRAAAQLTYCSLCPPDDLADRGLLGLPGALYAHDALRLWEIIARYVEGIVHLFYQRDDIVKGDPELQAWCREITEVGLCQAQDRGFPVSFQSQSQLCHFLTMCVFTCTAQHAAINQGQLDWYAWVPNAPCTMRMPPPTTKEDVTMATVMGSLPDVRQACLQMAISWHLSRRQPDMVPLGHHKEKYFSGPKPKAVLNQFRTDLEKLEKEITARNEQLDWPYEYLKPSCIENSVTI
#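 Purified human 12hLO at 150 nM in 25 mM Hepes, 0.01% Triton X-100, pH 7.0, preincubated 15 min at room temperature with compound. Reaction started with 40 uM arachidonic acid, 30 min at room temperature. Hydroperoxide measured by Fe-xylenol orange, 573/405 nm absorbance ratio.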
# Vif-APOBEC3G blk: qHTS for Inhibitors of Vif-A3G Interactions: qHTS; DNA dC->dU-editing enzyme APOBEC-3G (Homo sapiens), Q9HC16; HeLa A3G-eYFP + Vif (tagged APOBEC3G with the HIV-1 protein that degrades it), YFP fluorescence, overnight; Potency, µM (top dose mostly 46.1 µM), for the others: top-dose activity, negative = active, usual class: inhibitors; 410,000 tested, 0.076% active;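 also: % is scaled to controls: 0 for no effect and ±100 for the full control effect; nearly all actives have a fitted effect of over 60% in size; hits raise eYFP signal because A3G escapes Vif-driven loss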
# Target sequence (Q9HC16 whole entry, looked up): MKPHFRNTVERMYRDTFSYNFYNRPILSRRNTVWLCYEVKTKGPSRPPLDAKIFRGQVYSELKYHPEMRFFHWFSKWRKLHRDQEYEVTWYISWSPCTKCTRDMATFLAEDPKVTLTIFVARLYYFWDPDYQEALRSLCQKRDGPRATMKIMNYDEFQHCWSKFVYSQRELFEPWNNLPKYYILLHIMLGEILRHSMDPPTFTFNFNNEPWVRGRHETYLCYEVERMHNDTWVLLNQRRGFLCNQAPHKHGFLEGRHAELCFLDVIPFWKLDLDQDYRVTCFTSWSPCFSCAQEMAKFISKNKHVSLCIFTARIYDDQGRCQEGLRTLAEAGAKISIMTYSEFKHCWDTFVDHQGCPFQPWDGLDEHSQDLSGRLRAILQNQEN
#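 Read-out is eYFP fluorescence (Ex 488/Em 500-530) from Vif-expressing HeLa A3G-eYFP cells; more signal means A3G escaped Vif-mediated degradation. Cells plated overnight, compound pinned in, incubated overnight at 37 deg C.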
# TrxR1 substrate: qHTS Assay for Substrates of Mammalian Selenoprotein Thioredoxin Reductase 1 (TrxR1): qHTS | Potency, µM (series often up to 114 µM), inactives show at the highest dose activity change, negative = substrate turnover | AID 588456, 2011 | purified TrxR1 substrate turnover, NADPH consumption readout | 390,000 tested, 0.01% active | Thioredoxin reductase 1, cytoplasmic (Rattus norvegicus), O89049; also: % is scaled to controls: 0 for no effect and ±100 for the full control effect; nearly all actives have a fitted effect of over 50% in size
#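 Rat TrxR1, dispensed at 90 nM, was prereduced with 400 uM NADPH (final) for 5 min at ~22 deg C, then incubated with compound 15 min before 400 uM selenite. A first-read NADPH fluorescence drop versus no-compound background flagged substrates.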
# USP1 inh: Inhibitors of USP1/UAF1: Primary Screen; Ubiquitin carboxyl-terminal hydrolase 1 (Homo sapiens), O94782; Potency, µM (titrated, usually from 57.1 µM), inactives show at the highest dose activity change, negative = inhibition, hits mostly inhibitors; 390,000 tested, 0.23% active; recombinant USP1/UAF1, Ub-Rhodamine cleavage fluorescence; also: % is scaled to controls: 0 for no effect and ±100 for the full control effect; nearly all actives have a fitted effect of over 60% in size; inactives centre near -12
#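 Step one: compound is pinned into 1nM USP1/UAF1 in HEPES pH 7.8 buffer with TCEP. Step two: 15 min room-temperature incubation. Step three: Ub-Rho (150nM final) starts cleavage, tracked by fluorescence over six one-minute reads.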
# RXFP1 ag: qHTS Assay for Agonists of the Relaxin Receptor RXFP1 | Relaxin receptor 1 (Homo sapiens), Q9HBX9 | HEK293T-RXFP1 cAMP TR-FRET, 30 min; response scale: percent of porcine relaxin response, buffer zero | Potency, µM (series often up to 57.5 µM), inactives show at the top dose activation, actives largely listed as activators | 370,000 tested, 0.3% active | AID 2676, 2010; also: % is scaled to controls: 0 for no effect and ±100 for the full control effect; nearly all actives have a fitted effect of over 60% in size; many of its hits are not listed in these tables
#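 cAMP rise read by TR-FRET after 30 min, 37C compound exposure (up to 58 uM) in RXFP1-transfected HEK293 cells with Ro 20174 present. EC50 from Hill-equation fits, with 29 nM porcine relaxin as 100% and buffer as basal.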
# RGS4 inhibitor: Inhibitors of Regulator of G Protein Signaling (RGS) 4: qHTS; Regulator of G-protein signaling 4 (Homo sapiens), P49798; Transcreener GDP fluorescence polarization, RGS4-accelerated GTP hydrolysis; Potency, µM (top dose mostly 114 µM), for inactives: at the highest dose activity change, negative = inhibition, usual class: inhibitors; 390,000 tested, 0.039% active; AID 504845, 2011; also: % is scaled to controls: 0 for no effect and ±100 for the full control effect; nearly all actives have a fitted effect of over 75% in size; some results filed as inactive show a strong effect at the top dose
#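 MLSMR compounds (23 nl, pin-transferred) preincubated 10 min at room temperature with a 500nM (2x) first reagent, then RGS4 at 900nM (2x) plus Transcreener GDP mix added; fluorescence polarization (620/688 nm) read before and after 90 min at 30 °C.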
# * marks the source's active call; other numbers are inactive results; u = inconclusive; x = no result given; [ ] = dose if it differs, or a comment. Calls follow the shape of the dose curve; as a rule, active = well fitted curve in the direction sought with a large enough effect; inconclusive = small, poorly fitted or top-dose-only effect, or another doubt; inactive = no such curve, though single readings can be large; an effect the other way counts as inactive or inconclusive. Potency is read from the fitted curve at half-maximal effect. Only part of the results is shown. The share of hits here may be higher or lower than overall.
# Order of results: Vif-APOBEC3F blk	IDH1 R132H inh	rTrxR1 inhibitor	ALOX12 inh	Vif-APOBEC3G blk	TrxR1 substrate	USP1 inh	RXFP1 ag	RGS4 inhibitor
- Cc1cccc(C(=O)OCC(=O)NCCCc2ccccc2)c1
→ -16.3%	9.6%	10.3%[57.1 µM]	-8.1%	-3.0%	-2.3%	1.0%	2.8%	u
- COc1ccc(C(=O)Nc2ccc(C(=O)Nc3cccc(C)c3)cc2)cc1
→ -1.9%	1.8%	0.5%	6.3%	3.4%	-3.9%	-14.7%	u	-10.4%
- O=C(Nc1ccc(Cl)cc1)Nc1cccnc1
→ 0.0%	9.4%	27.2%	-28.6%	1.0%	9.0%[57.1 µM]	-3.4%	1.5%	2.9%
- O=C(c1cccc(F)c1)N1CCN(C(=O)C(c2ccccc2)c2ccccc2)CC1
→ 6.5%	-5.9%	-1.3%[57.1 µM]	8.9%	-3.0%	5.5%[0.0914 µM]	0.9%	3.1%	-8.9%
- O=C(C[n+]1ccccc1)Nc1ccccc1Br
→ -10.3%	1.3%	6.9%[57.1 µM]	u	0.5%	1.6%[57.1 µM]	-17.6%	-0.7%	-17.5%
- COc1ccc(N(CC(=O)NCc2ccc(Cl)cc2)S(=O)(=O)c2c(C)n[nH]c2C)cc1
→ -3.5%	-4.8%	19.5%	u	0.1%	3.8%	-30.3%	-0.8%	-13.0%
- CC(C)(C)C(=O)Nc1nnc(SCc2cccc(F)c2)s1
→ 13.3%	-11.7%	17.2%	173.9%[activator]	-1.5%	-5.5%	-27.5%	-0.3%	1.2%
- O=C(c1ccsc1)N1CCCC(N2CCN(c3cccc(C(F)(F)F)c3)CC2)C1 (stereo not given)
→ 0.7%	-0.5%	6.5%	-3.9%	2.2%	6.5%	-22.6%	1.9%	13.8%
- COc1ccccc1N(CC(=O)NCc1ccccn1)S(C)(=O)=O
→ 1.6%	4.2%	17.4%	13.0%	0.3%	6.6%	6.1%	-0.2%	-4.1%
- CC1CCN(C(=O)COC(=O)/C=C/c2ccc(Br)o2)CC1
→ -10.0%	1.4%	25.1µM*	u	-4.4%	-2.9%	-22.3%	0.5%	u
- Cc1ccc(-c2nc(CS(=O)(=O)CC(=O)N3CCCCCC3)c(C)o2)cc1
→ 6.5%	7.0%	-10.1%[57.1 µM]	-16.3%	3.1%	0.6%[57.1 µM]	-2.6%	0.7%	23.0%
- O=C(NCc1csc2ccc(Cl)cc12)Nc1cccc2ccccc12
→ -6.2%	5.9%	19.3%[57.1 µM]	0.0%	-0.1%	9.9%[57.1 µM]	-16.8%	0.8%	-13.1%
- N#Cc1cnn2ccc(-c3ccc4c(c3)CCC4)nc12
→ -2.4%	1.2%	14.4%	9.8%	3.4%	105.3%[activator]	-1.8%	5.4%	20.5%
- Nc1nn(-c2ccccc2)c(N)c1N=Nc1ccccc1
→ -6.6%	3.8%	-1.9%	-21.2%	u	-10.5%	-1.8%	-0.8%	0.7%
- Cc1ccc(NC(=O)/C=C/c2ccc(C)o2)c(C)c1
→ 0.4%	-4.8%	20µM*	-8.9%	-7.8%	-9.7%	-9.2%	5.4%	-35.2%
- CCCCCCCCNC(CO)(CO)CO
→ u	5.4%	9.7%	13.5%	0.1%	-4.6%	-10.7%	-0.8%	-2.8%
- CCOC(=O)c1cnc(SCc2cccc3ccccc23)nc1N
→ 2.3%	-2.5%	16.2%	0.0%	0.6%	7.1%	-25.9%	0.2%	-3.4%
- COc1ccccc1NC(=O)CSc1nnc(Cc2ccccc2)o1
→ 4.1%	6.2%	20.2%	u	-0.2%	6.1%[57.1 µM]	-1.8%	2.2%	-10.4%
- Cc1ccc2oc(=O)c3cnn(CC(=O)NCc4ccccc4Cl)c3c2c1
→ -8.4%	-1.3%	23.3%	-5.9%	-0.4%	-0.7%	-20.3%	11.8%	6.6%
- Cc1cccc(C(=O)Oc2cccc3c(O)cccc23)c1
→ -7.1%	3.3%	22.6%	u	-4.1%	-3.5%	-9.2%	2.7%	1.9%
- O=C1c2cc([N+](=O)[O-])ccc2-c2ncccc21
→ -0.7%	3.4%	7.4%	38.4%[activator]	0.2%	-3.2%	0.0%	6.3%	20.5%
- COC(=O)C[C@@H]1C[C@H]2c3cc(NC(=O)CC4CC4)ccc3O[C@H]2[C@@H](CO)O1
→ -3.3%	-1.5%	x	15.3%	2.3%	x	-19.1%	x	x
- CCc1ccccc1NC(=S)N(Cc1ccco1)C(C)c1cccs1 (stereo not given)
→ 15.4%	-1.2%	11.5%	-1.6%	-5.1%	1.4%	-22.8%	0.8%	-9.2%
- COc1cc(NC(=O)CCN2CCN(c3ccccc3F)CC2)cc(OC)c1
→ -14.0%	0.6%	28.2%	-5.1%	-0.8%	5.8%	4.2%	1.3%	12.2%
- COc1ccc(CCNc2ncnc3[nH]ncc23)cc1OC
→ -10.4%	2.4%	14.2%	-19.4%	-6.1%	9.7%[57.1 µM]	-14.1%	0.6%	-14.0%
- Cc1cc(Cl)c(S(=O)(=O)Nc2cc(S(=O)(=O)N3CCOCC3)ccc2F)cc1OCC(N)=O
→ 2.9%	-3.9%	u	0.0%	-1.0%	-18.5%	2.2%	12.9%	25.3%
- COc1ccc(S(=O)(=O)Nc2ccccc2-c2nc3ccccc3[nH]c2=O)cc1
→ 3.55µM*	0.8%	9.6%[57.1 µM]	5.6%	u	12.7%[0.0914 µM]	-13.1%	0.8%	-21.0%
- COc1ccc(/C=N/Nc2ccc(C(=O)O)cc2)c(OC)c1OC
→ -6.8%	0.0%	u	0.0%	1.7%	-31.1%	-13.5%	0.6%	-5.1%
- O=C(CSc1nnnn1-c1ccc(F)cc1)NCc1cccs1
→ 8.3%	2.0%	1.1%[57.1 µM]	-7.4%	2.6%	-4.2%	-12.1%	1.4%	0.8%
- O=C(COC(=O)c1cc2ccccc2oc1=O)c1cccc([N+](=O)[O-])c1
→ -13.9%	2.3%	-8.2%	-26.4%	1.1%	-9.6%	-8.1%	2.9%	-20.3%
- CCCc1nn2c(=O)cc(COC(=O)c3cccc(NC(=O)c4cccs4)c3)nc2s1
→ 1.3%	25.3%	0.7%[57.1 µM]	-25.5%	2.2%	-6.0%[57.1 µM]	-12.1%	0.2%	-24.0%
- COc1ccc(C(=O)NCCCNC(=O)c2cnccn2)cc1Br
→ -14.0%	11.2%	32.7%	-8.6%	1.6%	5.6%	6.1%	-0.1%	9.6%
- CCO[C@H]1OC(C(N)=O)=C[C@@H](c2ccccc2)[C@@H]1CCCO
→ 4.6%	-6.0%	10.2%[57.1 µM]	-16.4%	2.2%	10.1%[57.1 µM]	-14.5%	2.9%	17.0%
- COc1ccc(NC(=S)N2CCN(C/C=C/c3ccccc3)CC2)cc1
→ 6.4%	-3.5%	-6.8%	-0.1%	-1.2%	-9.5%	-9.5%	-3.6%	3.4%
- CC1(CCc2ccccc2)NC(=O)N(CC(=O)Nc2ccccc2C#N)C1=O (stereo not given)
→ 2.5%	1.9%	-3.3%	-3.6%	-0.3%	-11.7%	-13.9%	3.0%	-0.7%
- Cc1ccc(SCCNC(=O)CN(c2cccc(C)c2C)S(C)(=O)=O)cc1
→ 3.2%	1.5%	19.3%	0.0%	5.4%	15.3%	-25.2%	5.0%	-10.9%
- COc1ccc(C2C(C#N)=C(N)Oc3c2ccc2cccnc32)cc1OC (stereo not given)
→ -4.0%	-6.6%	-2.6%	-20.3%	u	-1.1%	-11.1%	-0.6%	-7.9%
- COc1ccccc1C1CCN(Cc2ccc(Cl)c(Cl)c2)CC1
→ 9.5%	-7.6%	9.1%[57.1 µM]	u	1.8%	16.5%	-12.4%	0.1%	9.1%
- O=C(c1ccc(NS(=O)(=O)c2cccs2)cc1)N1CCN(c2ccccc2Cl)CC1
→ 6.4%	0.0%	-3.3%	4.4%	0.0%	-8.1%	-16.3%	1.2%	3.5%
- COc1ccc(NC(=O)NS(=O)(=O)c2ccc(C)cc2)cc1OC
→ -2.2%	16.4%	9.9%	35.3%[activator]	-0.3%	6.9%	-9.6%	x	0.6%
- O=C(Nc1nc2c(F)cccc2s1)c1ccc([N+](=O)[O-])o1
→ u	-0.4%	8.3%[57.1 µM]	-13.8%	u	2.6%[57.1 µM]	5.2%	4.2%	-5.7%
